Screening results from PubChem BioAssay.
CHT PAM – allosterically activates the human high affinity choline transporter. CHT-expressing cells, membrane potential dye, choline EC20; active compounds read high; LV-AA mutant CHT in HEK293 cells. B-score at 10 µM. actives 0.49% (n = 310,000);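 active = initial fluorescence not abnormally high and integrated response B-score, plate-corrected, over 3 SD above library mean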
Target sequence (Q9GZV3 whole entry, looked up): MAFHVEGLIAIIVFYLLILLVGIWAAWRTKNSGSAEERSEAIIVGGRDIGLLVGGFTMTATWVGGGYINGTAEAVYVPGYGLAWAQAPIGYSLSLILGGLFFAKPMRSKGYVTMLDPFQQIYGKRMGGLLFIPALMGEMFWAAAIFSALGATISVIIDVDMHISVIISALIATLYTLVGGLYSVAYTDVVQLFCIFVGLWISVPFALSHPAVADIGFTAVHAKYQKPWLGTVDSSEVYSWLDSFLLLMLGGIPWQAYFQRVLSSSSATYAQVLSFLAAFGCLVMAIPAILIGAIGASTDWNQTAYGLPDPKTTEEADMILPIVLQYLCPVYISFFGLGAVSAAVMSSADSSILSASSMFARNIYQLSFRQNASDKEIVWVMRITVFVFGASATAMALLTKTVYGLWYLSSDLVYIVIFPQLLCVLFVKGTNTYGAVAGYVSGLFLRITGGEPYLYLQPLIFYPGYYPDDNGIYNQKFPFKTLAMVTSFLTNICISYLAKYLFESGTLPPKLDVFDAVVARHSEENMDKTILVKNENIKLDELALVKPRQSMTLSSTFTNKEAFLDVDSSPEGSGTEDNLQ
CHT block – human CHT choline transport inhibition; Q9GZV3; CHT-expressing cells, membrane potential dye, choline response; active compounds read low; B-score at 10 µM; actives 0.86% (n = 310,000); AID 488975;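 active = B-score over 3 SD under the library average, and starting fluorescence ratio not unusually high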;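 also: choline stimulus applied at its EC90 after an EC20 pre-addition; B-score computed on integrated fluorescence ratio after choline addition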
* = called active by the depositor; i = inactive.

Preview (3 entries):
molecule	CHT PAM	CHT block
CCOCCCNC(=O)CN1C(=O)COc2ccc(S(=O)(=O)N3CCC(C)CC3)cc21	i	i
CCC(C)[C@H](NC(=O)N1CCCCCC1)C(=O)OC (some centres undefined)	i	i
COc1ccc(NS(=O)(=O)Cc2ccccc2Cl)cn1	i	i

The list itself, repeating the preview:
molecule	CHT PAM	CHT block
CCOCCCNC(=O)CN1C(=O)COc2ccc(S(=O)(=O)N3CCC(C)CC3)cc21	i	i
CCC(C)[C@H](NC(=O)N1CCCCCC1)C(=O)OC (some centres undefined)	i	i
COc1ccc(NS(=O)(=O)Cc2ccccc2Cl)cn1	i	i
CC(NC(=O)c1cc(COc2cccc(C(F)(F)F)c2)on1)c1nccs1 (centres undefined)	i	i
CCN1CCN(C2CC(=O)NC2=O)CC1 (centres undefined)	i	i
Cc1ccc(NC(=O)c2ccccc2NC(=O)CCC(=O)O)cc1	i	i
O=C(Cc1ccccc1)NCC(=O)Nc1ccccc1Br	i	i
C(=N\Nc1nc(-c2ccccc2)cs1)/c1cccs1	i	i
COc1cc2c(C(=O)NC3CCCCCC3)cn(C)c(=O)c2cc1OC	i	i
Cc1cc(=O)oc2cc(OCC(O)CN3CCN(c4ccccc4)CC3)ccc12 (centres undefined)	i	i
CCC(C)(C)NC(=O)C(c1cccnc1)N(C(=O)c1csnn1)c1ccc(C)cc1 (centres undefined)	i	i
Cc1ccc(CNC(=O)Cc2nc3nc(C)cc(C)n3n2)cc1	i	i
O=C(Nc1ccc(Oc2ccccc2)nc1)C1CCN(Cc2cccc(F)c2)CC1	i	i
COc1ccc(C2=NOC(C(=O)NCc3ccccc3)C2)cc1 (centres undefined)	i	i
CC(C)COC(=O)c1ccccc1N1C(=O)C2C3CCC(C3)C2C1=O (centres undefined)	i	i
CC1(C)NC(=O)N(CC(=O)OCC(=O)Nc2cc(S(=O)(=O)N3CCCCC3)ccc2Cl)C1=O	i	i
CCOC(=O)c1cc(=O)n2nc(-c3ccc(C)cc3)nc2s1	i	i
CCOC(=O)C(Sc1cc(-c2ccccc2)nc2ncnn12)C(C)=O (centres undefined)	i	i
Oc1cc2c(c(Cl)c1O)CCNCC2c1ccccc1 (centres undefined)	i	i
CCCCc1nnc(SCC(=O)Nc2nccs2)n1C	i	i
CC1CN(c2nc3c(c(=O)n(C)c(=O)n3C)n2Cc2c(F)cccc2Cl)CC(C)O1 (centres undefined)	i	i
CC(O)c1ccc(Oc2cnccn2)cc1 (centres undefined)	i	i
CCC(=O)Nc1ccc(C(=O)CSc2nc(N)cc(N)n2)cc1	i	i
O=C(CSc1ccc(Cl)cc1)N1CCC(c2nc3ccccc3s2)CC1	i	i
O=C(Cc1ccccc1)NC(Nc1cccc2ccccc12)C(Cl)(Cl)Cl (centres undefined)	i	i
Cc1c(NC(=O)c2ccc3c4c(cccc24)CC3)c(=O)n(-c2ccccc2)n1C	i	i
CCOC(=O)c1ccc(NC(=O)CC2C(=O)N(c3cccc(OC)c3)C(=O)N2CCOC)cc1 (centres undefined)	i	i
CCn1cc(CN2CCC(C(=O)Nc3cccc(-c4cccc(F)c4)c3)CC2)cn1	i	i
CCC(C)OC(=O)C1=C(C)OC23OC(N)=C(C#N)C12C(=O)c1ccccc13 (centres undefined)	i	i
O=c1cc(-c2ccccc2)[nH]n1-c1ccc([N+](=O)[O-])cc1	i	i
Cc1cc(NC(=O)c2ccc(Cl)cc2Cl)n(CCC#N)n1	i	i
CC1(C)CC(=O)C=C(c2cccnc2)C1	i	i
CCn1nc(C)c(CNC(=O)c2cc(COc3ccc(F)cc3Cl)on2)c1C	i	i
CCC(C)(C)NC(=O)C(c1sccc1C)N(Cc1ccco1)C(=O)c1csnn1 (centres undefined)	i	i
O=C(/C=C/c1ccc(Cl)cc1)N1CCOCC1	i	i
COc1ccc(C2/C=C\CN(C(=O)Nc3ccccc3)CC(=O)N2Cc2ccc(F)cc2)cc1 (centres undefined)	i	i
CCN(CC(=O)Nc1c(F)cccc1F)C(=O)CCNS(=O)(=O)c1ccc(C)c(C)c1	i	i
COc1ccccc1-c1cc(C(=O)N/N=C/c2ccc(C)s2)c2ccccc2n1	i	i
Cc1ccc(C)c(NS(=O)(=O)c2ccc3c(c2)NC(=O)CCS3)c1	i	i
O=C(NC(=S)NNC(=O)c1ccccc1O)c1cccs1	i	i
CCOC(=O)c1sc(-c2ccccc2)cc1NC(=O)CSc1nnnn1C	i	i
CCOc1ccc(Nc2cc(C)nc(N3CCOCC3)n2)cc1	i	i
CC(=O)Nc1cc(NC(C)=O)cc(-c2nc3ccccc3[nH]2)c1	i	i
Cc1oc(-c2cccc(Br)c2)[n+]([O-])c1C	i	i
COc1ccc(/C=N/NS(=O)(=O)c2ccc(NC(C)=O)cc2)cc1	i	i

Among those listed so far, these have two or more sulfur atoms:
molecule	CHT PAM	CHT block
C(=N\Nc1nc(-c2ccccc2)cs1)/c1cccs1	i	i
CCCCc1nnc(SCC(=O)Nc2nccs2)n1C	i	i
O=C(CSc1ccc(Cl)cc1)N1CCC(c2nc3ccccc3s2)CC1	i	i
CCC(C)(C)NC(=O)C(c1sccc1C)N(Cc1ccco1)C(=O)c1csnn1 (centres undefined)	i	i
Cc1ccc(C)c(NS(=O)(=O)c2ccc3c(c2)NC(=O)CCS3)c1	i	i
O=C(NC(=S)NNC(=O)c1ccccc1O)c1cccs1	i	i
CCOC(=O)c1sc(-c2ccccc2)cc1NC(=O)CSc1nnnn1C	i	i

Additional records:
molecule	CHT PAM	CHT block
Cc1csc2nc(CSc3nc4ccccc4o3)c(Br)n12	i	i
CC(C)(C)C1(c2ccccc2)NC(=O)N(CC(=O)N2CCOCC2)C1=O (centres undefined)	i	i
CCC(=O)Nc1cccc(C2=NOC3(C2)C[C@H](C(N)=O)N(C(=O)Cc2ccc([N+](=O)[O-])cc2)C3)c1 (some centres undefined)	i	i
O=C(O)c1cc(-c2ccc(Cl)cc2)n(-c2ccc(F)cc2)n1	i	i
CCOC(=O)N1CCN(C(=O)CCS(=O)(=O)c2ccc3c(c2)CC(C)N3C(=O)CC)CC1 (centres undefined)	i	i
CCOC(=O)c1cnc2c(c(C3CC3)nn2C)c1N1CCOCC1	i	i
COc1ccc(-c2csc(N(CCCN(C)C)C(=O)c3ccc(F)cc3)n2)cc1	i	i
Cc1cc(OC(=O)c2ccccc2)n(CCC#N)n1	i	i
O=C(CSc1ccccn1)N/N=C/c1cc([N+](=O)[O-])ccc1O	i	i
Cc1ccc(C(=O)NC(=O)CSc2nncn2C)cc1	i	i
CC(=O)C(Sc1nnnn1-c1ccc(O)cc1)c1ccccc1 (centres undefined)	i	i
COc1ccc(Cl)cc1S(=O)(=O)N(C)CC(=O)NCc1ccc2c(c1)OCO2	i	i
Cc1ccc(C(C(=O)NCc2ccc(F)cc2)N(C(=O)c2csnn2)C2CC2)o1 (centres undefined)	i	i
CC(C)CNC(=O)c1ccccc1NC(=O)c1ccccc1N(C)S(=O)(=O)c1ccccc1	i	i
Cc1cc(C)c(S(=O)(=O)N2CCCC2=O)cc1N(C)S(C)(=O)=O	i	i
C=CCn1c(SCC(=O)NC(=O)c2cccc([N+](=O)[O-])c2)nnc1-c1ccccc1F	i	i
COc1ccc(CNCc2c(F)cccc2F)cc1OC	i	i
CCOC(=O)C1=C(C)Nc2ncnn2C1c1cc(OC)ccc1OC (centres undefined)	i	i
CCOC(=O)c1cccc(NC(=O)Cn2cnc3c2c(=O)n(C)c(=O)n3C)c1	i	i
CC(C)c1ccccc1N=C1SCCN1C1CCS(=O)(=O)C1 (centres undefined)	i	i
COc1cc2nc(-c3ccc(Br)o3)oc(=O)c2cc1OC	i	i
Cc1c(C(=O)NCc2ccco2)cccc1[N+](=O)[O-]	i	i
COC(=O)c1ccc(CN(C(C)=O)c2ccccc2)o1	i	i
O=C(CSc1ncnc2scc(-c3ccccc3)c12)NC1CCS(=O)(=O)C1 (centres undefined)	i	-6.2*
COc1ccc(/C=C/C(=O)N2CCN(S(=O)(=O)/C=C/c3ccccc3)CC2)cc1OC	i	i
O=C(CSC1=Nc2ccccc2C2=NC(c3ccccc3)C(=O)N12)NC1CCCCC1 (centres undefined)	i	i
CCCCc1cn([C@@H](CCCCN)C(=O)N2CCNCC2)nn1	i	i
Cc1ccc(NC(=O)C(=O)NCCCN2CCOCC2)c(C)c1	i	i
Cc1csc(NC(=O)c2ccc3nc[nH]c3c2)n1	i	i
C/C(NC(=O)c1cccs1)=C1\C(=O)C[C@@H]2[C@H]1C2(C)C	i	i
O=C(Nc1cccc(F)c1)NC1(C(=O)N2CCN3CCCC3C2)CCCCC1 (centres undefined)	i	i
O=C(NC1CCCC1)c1ccc(COCC(F)(F)F)o1	i	i
COC(=O)[C@@H]1CCCN1C(=O)CCc1nnc(C2CCCCC2)o1	i	i
CC(=O)c1cccc(NC(=O)Oc2ccccc2)c1	i	i
CCN1CCN(CC(=O)c2cc(OC)c(OC)c(OC)c2)CC1	i	i
CC1CCCCN1C(=O)c1ccc(CS(=O)(=O)Cc2ccccc2)cc1 (centres undefined)	i	i
O=S(=O)(c1ccccc1)c1nc(-c2ccco2)oc1N1CCOCC1	i	i
CCCCCN1CC(O)=C(c2ccccc2)C1=N	i	i
COc1cccc(C(C)NC(=O)c2ccncc2)c1 (centres undefined)	i	i
CN(C)C(CNC(=O)C1CC(=O)N(Cc2ccccc2)C1)c1ccccc1 (centres undefined)	i	i
Cc1nc(NC(=O)CCl)sc1C(=O)N(C)C	i	i
CSCCC(NC(=O)c1ccccc1Br)C(=O)NC(C)CCc1ccccc1 (centres undefined)	i	i
Cc1cc(C)nc(CCNC(=O)c2cc(COc3c(C)cccc3C)on2)n1	i	i
CC(=O)N(CC(=O)Nc1sc(C)c(C)c1C(N)=O)Cc1ccccc1	i	i
O=C(NCCCN1CCOCC1)C(=O)NCc1ccco1	i	i
C#CCNC(=O)C1=C[C@@H](c2coc3ccccc3c2=O)[C@H](CCCO)[C@@H](OCC)O1	i	i
Cc1ccc(O)c(C(=O)CC(=O)c2ccc(C(C)(C)C)cc2)c1	i	i
CCCCC1=CC2=CC(=O)C(C)(OC(=O)CC)C(=O)C2=CN1C1CCCC1 (centres undefined)	i	i
CSc1ccccc1OCc1cc(C(=O)N(C)CCc2c(C)n[nH]c2C)no1	i	i
COc1ccc(C(c2c(C)[nH][nH]c2=O)c2c(C)[nH][nH]c2=O)cc1Br	i	i
O=C(COc1ccccc1F)N/N=C1\CCCc2ccccc21	i	i
Cc1ccc(-c2n[nH]c(=O)c3ccccc23)cc1S(=O)(=O)NCC1CCCO1 (centres undefined)	i	i
O=C(Nc1cccc(S(=O)(=O)N2CCCCC2)c1)c1ccccc1NS(=O)(=O)c1ccc(F)cc1	i	i
Cc1ccc(C)c(NC(=O)CN(C)C(=O)CN2C(=O)C3CCCCC3C2=O)c1 (centres undefined)	i	i
O=C(CCSc1ccccc1)Nc1nnc(-c2cccs2)o1	i	i
CN(C)/C=C1\NC(=S)N(c2ccc(Cl)cc2)C1=O	i	i
O=C(O)c1ccccc1Nc1ccc([N+](=O)[O-])c2nonc12	i	i
O=C(Nc1cc(F)ccc1F)c1cccc(-n2cnnn2)c1	i	i
COc1cccc(NC(=O)Cn2c(SCC(=O)N3CCOCC3)nc3ccccc32)c1	i	i
Cc1c(N=Cc2ccc(-c3ccc(Cl)cc3)o2)c(=O)n(-c2ccccc2)n1C	i	i

Next part:
molecule	CHT PAM	CHT block
O=C(NCc1ccccn1)c1cc2c(ccc3ccccc32)oc1=O	i	i
Cc1c(C(=O)NCCN2CCOCC2)oc2ccccc12	i	i
CCOCCn1c(CN2CCC(Cc3ccccc3)CC2)nc2c1c(=O)n(C)c(=O)n2C	i	i
CCn1c(-c2ccc([N+](=O)[O-])cc2)n[nH]c1=S	i	i
CCCC(=O)Nc1ccc(NC(=S)NC(=O)c2ccccc2[N+](=O)[O-])cc1	i	i
Cc1ccc(NS(=O)(=O)c2ccc3c(c2)NC(=O)CCS3)cc1C	i	i
Nc1c(C(=O)c2ccc(Br)s2)oc2ccccc12	i	i
O=S(=O)(Nc1ncccn1)c1ccc(NC(=S)NCc2ccco2)cc1	i	i
Oc1c(Cl)cc(Cl)cc1C=Nc1cc(C(F)(F)F)ccc1N1CCc2ccccc2C1	i	i
COc1cccc(Cn2c(-c3cccs3)noc2=O)c1	i	i
CCN1C(=O)C(C)S/C1=N\S(=O)(=O)c1ccc(Cl)s1 (centres undefined)	i	i
CN(C)CC(O)COc1cc2ccccc2cc1C(=O)N1CCCCC1 (centres undefined)	i	i
O=C1c2cccc3cccc(c23)C(=O)N1CCCc1n[nH]c(=S)n1-c1ccccc1	i	i
CC(=O)Nc1cc(NC(C)=O)cc(C(=O)OCC(=O)c2ccc3c(c2)NC(=O)CO3)c1	i	i
O=C(N/N=C/c1cccnc1)c1cccc(NC(=O)c2cccc(Br)c2)c1	i	i
Cc1cc(Cl)ccc1OCC(=O)N/N=C1\CCCc2ccccc21	i	i
Cc1nc(C)c(CC(=O)N/N=C/c2ccc(O)cc2)c(=O)[nH]1	i	i
Cc1noc(C)c1CSCC(=O)N(CC(C)C)c1c(N)n(Cc2ccccc2)c(=O)[nH]c1=O	i	i
O=C(/C=C/c1ccc(Cl)c([N+](=O)[O-])c1)Nc1cccnc1	i	i
CCCc1nc(NCc2ccc3c(c2)OCO3)c2nnn(Cc3ccccc3Cl)c2n1	i	i
O=C(NCc1cccs1)c1ccc(CS(=O)Cc2cccc(Cl)c2)o1 (centres undefined)	i	i
